Apoferritin bind – candidate novel general anesthetic via apoferritin binding; Potency, µM (titrated, usually from 77.5 µM), inactives show at the highest dose activity change, negative = displacement, most hits filed as inhibitors; hit rate 0.074% among 350,000; P02791; apoferritin/1-aminoanthracene competitive binding, fluorescence; also: potency is read from the fitted curve at half-maximal effect; % is scaled to controls: 0 for no effect and ±100 for the full control effect; nearly all actives have a fitted effect of over 20% in size
Target sequence (P02791 2-175 limits assumed): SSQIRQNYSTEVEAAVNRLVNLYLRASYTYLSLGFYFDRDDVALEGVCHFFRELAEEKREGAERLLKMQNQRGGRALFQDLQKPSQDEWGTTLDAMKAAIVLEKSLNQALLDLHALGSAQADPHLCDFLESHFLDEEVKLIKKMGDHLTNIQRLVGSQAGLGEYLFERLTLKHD
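10 uM apoferritin + 50% sat. 1-AMA, PBS; cpd 10 min RT; Ex380/Em535 endpoint; normalized to free probe vs complex; 4-param Hill fit; propofol titration as pos. ctrl.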
APE1 inh – blocks human APE1 abasic DNA cleavage | P27695 | recombinant APE1, TAMRA/BHQ-2 abasic DNA cleavage fluorescence | Potency, µM (top dose mostly 65.8 µM), for the others: at the highest dose activity change, negative = inhibition, hits mostly inhibitors | hit rate 0.35% among 350,000 | AID 2517;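 also: potency is read from the fitted curve at half-maximal effect; plate controls were vehicle for no effect and reference inhibitor for full effect; nearly all actives have a fitted effect of over 55% in size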
Target sequence (P27695 whole entry, looked up): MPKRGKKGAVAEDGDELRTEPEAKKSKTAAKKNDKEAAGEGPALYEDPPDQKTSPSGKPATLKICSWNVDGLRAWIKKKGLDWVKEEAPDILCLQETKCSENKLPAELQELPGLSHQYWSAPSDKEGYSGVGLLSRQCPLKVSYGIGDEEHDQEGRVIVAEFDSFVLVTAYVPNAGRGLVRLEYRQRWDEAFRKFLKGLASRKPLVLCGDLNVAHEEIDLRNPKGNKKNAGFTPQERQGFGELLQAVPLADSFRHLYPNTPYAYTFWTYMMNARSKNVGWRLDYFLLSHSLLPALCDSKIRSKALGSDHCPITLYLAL
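Step 1: APE1 (0.75 nM) with compound, 15 min RT. Step 2: add 50 nM fluorophore/quencher THF duplex. Step 3: three fluorescence reads 60 s apart (525/598 nm); read 3 minus read 1 = reaction progress.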
POLH inh – blocks human DNA polymerase eta activity; Q9Y253; recombinant Pol eta, fluorescent DNA replication assay; Potency, µM (highest dose often 114 µM), for the others: top-dose activity change, negative = inhibition, usual class: inhibitors; hit rate 1.2% among 390,000; also: potency is read from the fitted curve at half-maximal effect; % is scaled to controls: 0 for no effect and ±100 for the full control effect
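Pol eta (10 nM) was preincubated with compounds for 15 min at room temperature, after which fluorescent replication substrate (50 nM final) was added to start the reaction. Fluorescence was read kinetically at 0 and 10 min.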
POLK inh – blocks human DNA polymerase kappa activity; hit rate 0.53% among 400,000; Potency, µM (series often up to 107 µM), inactives show at the highest dose activity, negative = inhibition, hits mostly inhibitors; Q9UBT6; AID 588579; purified Pol kappa, fluorescent DNA synthesis assay, 10 min; also: potency is read from the fitted curve at half-maximal effect; % is scaled to controls: 0 for no effect and ±100 for the full control effect
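Pol kappa 10 nM + cpd, 15 min RT; start w/ substrate 50 nM final; fluorescence kinetic read, 0 and 10 min. Neg ctrl: buffer, no enzyme.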
PGK inhibitor – blocks T. brucei phosphoglycerate kinase; PGK/GAPDH coupled, Kinase-Glo luminescence, 60 min; Potency, µM (titrated, usually from 57.5 µM), inactives show top-dose activity change, negative = inhibition, most hits filed as inhibitors; hit rate 0.043% among 380,000; also: potency is read from the fitted curve at half-maximal effect; % is scaled to controls: 0 for no effect and ±100 for the full control effect; nearly all actives have a fitted effect of over 60% in size
Target sequence (P07378 whole entry, looked up): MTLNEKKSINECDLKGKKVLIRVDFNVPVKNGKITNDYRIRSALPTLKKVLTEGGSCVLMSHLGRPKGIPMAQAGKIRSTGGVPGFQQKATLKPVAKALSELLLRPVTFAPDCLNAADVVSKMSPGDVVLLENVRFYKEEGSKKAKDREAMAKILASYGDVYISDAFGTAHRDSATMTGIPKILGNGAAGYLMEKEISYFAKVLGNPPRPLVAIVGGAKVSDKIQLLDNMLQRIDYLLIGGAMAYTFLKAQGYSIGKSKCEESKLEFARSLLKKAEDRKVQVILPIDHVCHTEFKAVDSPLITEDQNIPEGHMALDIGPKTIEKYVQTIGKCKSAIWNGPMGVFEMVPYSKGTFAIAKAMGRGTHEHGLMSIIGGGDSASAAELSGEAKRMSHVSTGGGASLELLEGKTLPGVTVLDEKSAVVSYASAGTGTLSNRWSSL
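Luminescent ATP detection (Kinase-Glo Plus) follows a 60-minute room-temperature incubation, with wells lacking PGK as controls. Buffer: 100 mM TEA (pH 7.6), 5 mM MgCl2, 0.01% Tween-20. Coupling enzyme GAPDH (100 nM final) supplies unstable 1,3-BPG in-well.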
POLI inh – inhibitors of human DNA polymerase iota. Q9UNA4. Pol iota fluorescent replication assay, 10 min. Potency, µM (titrated, usually from 115 µM), without a hit: top-dose activity, negative = inhibition, usual class: inhibitors. hit rate 1% among 390,000. AID 588590; also: potency is read from the fitted curve at half-maximal effect
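Fluorescent replication assay read twice, at 0 min and 10 min after adding 50 nM (final) substrate. Enzyme (10 nM) and compounds were first incubated 15 min at room temperature; enzyme-free buffer wells were negative controls.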
Pol beta inh – blocks human DNA polymerase beta activity. Potency, µM (top dose mostly 114 µM), for the others: top-dose activity change, negative = inhibition, most hits filed as inhibitors. Pol beta primer extension/strand displacement, fluorescence kinetic. P06746. hit rate 1.3% among 340,000; also: potency is read from the fitted curve at half-maximal effect; % is scaled to controls: 0 for no effect and ±100 for the full control effect
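Kinetic readout of DNA synthesis with strand displacement by Pol beta. Compound and 10 nM enzyme sit 15 min at room temperature; 50 nM substrate starts the reaction, read immediately and at 10 min.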
RXFP1 antag – RXFP1 (human) relaxin receptor antagonism; Q9HBX9; hit rate 0.59% among 350,000; activity change, negative = inhibition, % at 57.5 µM; AID 1259400; HEK293-RXFP1, relaxin-stimulated cAMP HTRF, 30 min; hits give low values;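 active = activity change of -60% or lower, but not beyond a set lower limit; inconclusive = change between -60% and -40%, or beyond the set limit; inactive = change above -40%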; also: % is scaled to controls: 0 for no effect and ±100 for the full control effect
BLM helicase inh – Bloom syndrome helicase (human) inhibition | hit rate 0.2% among 350,000 | Potency, µM (highest dose often 56.1 µM), without a hit: at the highest dose activity change, negative = inhibition, actives largely listed as inhibitors | recombinant BLM DNA unwinding, fluorescence dequenching | AID 2528 | P54132;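 also: potency is read from the fitted curve at half-maximal effect; plate controls were vehicle for no effect and no enzyme for full effect; nearly all actives have a fitted effect of over 35% in size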
An asterisk follows results filed as active; i = inactive; ? = inconclusive; / = no result given; [ ] = dose if it differs, or a comment. Unless noted, calls follow the shape of the dose curve; as a rule, active = well fitted curve in the direction sought with a large enough effect; inconclusive = small, poorly fitted or top-dose-only effect, or another doubt; inactive = no such curve, though single readings can be large; an effect the other way counts as inactive or inconclusive. Not all compounds are listed. The share of hits here may be higher or lower than overall.

no. | Compound | Apoferritin bind | APE1 inh | POLH inh | POLK inh | PGK inhibitor
1 | O=S(=O)(NC1CC1)c1ccc(S(=O)(=O)N2CCc3ccccc32)cc1 | ? | -9% | -16% | -7% | -14%
2 | COc1ccc(NC(=O)CN(C)S(=O)(=O)c2ccccc2)cc1OC | 0% | 0% | 0% | -4% | 0%
3 | Cc1ccccc1Cn1cnc2c(nnn2Cc2ccc(F)cc2)c1=O | -13% | -1% | -11% | 4% | -9%
4 | CCOn1c(=O)c(-c2cccc([N+](=O)[O-])c2)[n+]([O-])c2ccccc21 | -7% | -3% | -20% | -6% | -10%
5 | CC(C)(C)C(=O)C[n+]1cccc(C(N)=O)c1 | -5% | -2% | -10% | 4%[60.1 µM] | i
6 | O=C(N/C(=C\c1ccc([N+](=O)[O-])cc1)C(=O)N1CCCCC1)c1ccco1 | 5% | -3% | -9% | -2% | 8%
7 | COc1cccc(C(=O)c2c(-c3ccccc3)ncc3cc(OC)c(OC)cc23)c1 | / | -10% | -22% | -6% | -9%
8 | OCn1c2ccccc2c2ccccc21 | -4% | 3% | -7% | 4% | i
9 | O=c1n(Cc2ccc(F)cc2)nc2n1-c1cc(Cl)ccc1OC2 | -11% | / | -7% | 1% | 0%
10 | Cc1ccc(CC(=O)N(C)CC(=O)N(CC(C)C)c2c(N)n(CC(C)C)c(=O)[nH]c2=O)cc1C | / | -12% | -20% | 1% | 4%
11 | CN(C)c1ccc(C(=O)Nc2ccc(-c3nc4ccccc4o3)cc2)cc1 | 34%[activator] | / | 6% | -5% | -3%
12 | O=C(CSc1ccc(-c2ccccc2)nn1)Nc1ccc2c(c1)OCCO2 | -18% | -2% | -2% | -1% | -2%
13 | CCCNc1nc(C)c(C(C)=O)cc1C#N | -8% | -2% | -13% | -10% | i
14 | CC1(C)CC(=O)C2=C(C1)N=C1SCCC(=O)N1C2c1cccc([N+](=O)[O-])c1 (stereo not given) | -14% | 1% | -8% | 8% | -3%
15 | N#Cc1cc2c(nc1Cl)CCC2 | -9% | 1% | -8% | -12% | -8%

no. | POLI inh | Pol beta inh | RXFP1 antag | BLM helicase inh
1 | -20% | 23% | -9 | -5%
2 | 4% | -14% | 5 | -3%
3 | 15% | 20% | -3 | 1%
4 | 69%[activator] | 0% | -4 | 2%
5 | 33%[activator] | 3% | -7 | -2%
6 | 28% | 62% | -25 | -1%
7 | 33%[activator] | / | / | /
8 | 8% | -6% | -1 | -6%
9 | -5% | 21% | / | -1%
10 | 34%[activator] | / | -11 | /
11 | 79%[activator] | -2% | 6 | -2%
12 | -24% | 3% | -15 | -6%
13 | 23% | -24% | -2 | 1%
14 | 24% | -2% | -1 | -1%
15 | -10% | -5% | 1 | -5%

Retrieved by compound from above (2):
no. | Compound | Apoferritin bind | APE1 inh | POLH inh | POLK inh | PGK inhibitor
7 | COc1cccc(C(=O)c2c(-c3ccccc3)ncc3cc(OC)c(OC)cc23)c1 | / | -10% | -22% | -6% | -9%
5 | CC(C)(C)C(=O)C[n+]1cccc(C(N)=O)c1 | -5% | -2% | -10% | 4%[60.1 µM] | i

no. | POLI inh | Pol beta inh | RXFP1 antag | BLM helicase inh
7 | 33%[activator] | / | / | /
5 | 33%[activator] | 3% | -7 | -2%

Later entries:
no. | Compound | Apoferritin bind | APE1 inh | POLH inh | POLK inh | PGK inhibitor
16 | Cc1ccc(NS(=O)(=O)c2ccc(CCC(=O)NCc3cccnc3)cc2)cc1 | -4% | 0% | -10% | 6% | i
17 | Cc1ccc(OC(=O)CCc2c(C)nc3ncnn3c2C)cc1 | 5% | -9% | -16% | -17% | -7%
18 | Cc1ccc(-c2onc3ccc(C4OCCO4)cc23)cc1 | 118%[activator] | 20% | -22% | 1% | 9%
19 | CCc1ccc(CN(C(=O)c2ccco2)C2CCS(=O)(=O)C2)cc1 (stereo not given) | 1% | 9% | -6% | 0% | 6%
20 | Cc1cc(=O)oc2cc(NC(=O)C(C)Oc3ccccc3)ccc12 (stereo not given) | / | 2% | -19% | -3% | -1%
21 | CCOC(=O)c1ccc(NC(=S)NCc2ccccc2)cc1 | -17% | -8% | -7% | -8% | -9%
22 | CC(C)[C@H](NC(=O)c1ccccc1)C(=O)OCc1nnc(-c2ccccc2)o1 | -9% | 15% | -2% | 3% | -2%
23 | CCOc1ccccc1-c1nc(C(N)=O)c2[nH]c(=O)n(-c3ccc(F)cc3)c2n1 | -9% | -2% | -4% | -17% | 1%
24 | COc1ccc(C)cc1N(CC(=O)N1CCCCCC1)S(=O)(=O)c1ccccc1 | -1% | -5% | -19% | -1% | 6%
25 | Cc1ccc(C(C(=O)NC2CCCC2)N(CCCO)C(=O)Cn2nnc(-c3ccc(C)o3)n2)cc1 (stereo not given) | -5% | 45% | -11% | -5% | -2%
26 | Cc1coc2c(C)c3oc(=O)c(CCC(=O)NCCCN4CCOCC4)c(C)c3cc12 | -1% | 3% | -20% | 9% | -2%
27 | COc1ccc(-c2noc3c2-c2nc(-c4ccccc4C)sc2CC3)cc1 | / | / | -21% | -28% | -4%
28 | O=C(c1ccc(Cl)c(S(=O)(=O)N2CCCCCC2)c1)N1CCN(c2ccc(O)cc2)CC1 | / | 2% | -17% | -8% | 0%
29 | COC(=O)c1sc(N)c(C(=O)OC)c1COC(=O)C12CC3CC(CC(O)(C3)C1)C2 | -5% | -5% | -12% | -3% | -5%
30 | CC1CCc2sc(C(=O)NC(C)C3CCCO3)cc2C1 (stereo not given) | -12% | -10% | -9% | 2% | 1%

no. | POLI inh | Pol beta inh | RXFP1 antag | BLM helicase inh
16 | 14% | -1% | 8 | -2%
17 | 8% | 2% | -2 | -1%
18 | 76%[activator] | 34% | -6 | -10%
19 | 111%[activator] | 43% | 7 | 2%
20 | 37%[activator] | / | -4 | /
21 | -20% | -4% | -4 | -7%
22 | 100%[activator] | ? | -16 | 4%
23 | -5% | 0% | / | 2%
24 | 85%[activator] | 36% | 2 | -4%
25 | 6% | -31% | -27 | -11%
26 | 19% | 54% | / | -2%
27 | 11% | / | / | /
28 | 51%[activator] | / | -1 | /
29 | -16% | 37% | -17 | 3%
30 | 17% | 2% | 4 | -2%

In the list so far, these contain a nitro group on carbon.
no. | Compound | Apoferritin bind | APE1 inh | POLH inh | POLK inh | PGK inhibitor
4 | CCOn1c(=O)c(-c2cccc([N+](=O)[O-])c2)[n+]([O-])c2ccccc21 | -7% | -3% | -20% | -6% | -10%
6 | O=C(N/C(=C\c1ccc([N+](=O)[O-])cc1)C(=O)N1CCCCC1)c1ccco1 | 5% | -3% | -9% | -2% | 8%
14 | CC1(C)CC(=O)C2=C(C1)N=C1SCCC(=O)N1C2c1cccc([N+](=O)[O-])c1 (stereo not given) | -14% | 1% | -8% | 8% | -3%

no. | POLI inh | Pol beta inh | RXFP1 antag | BLM helicase inh
4 | 69%[activator] | 0% | -4 | 2%
6 | 28% | 62% | -25 | -1%
14 | 24% | -2% | -1 | -1%

(listing goes on)
no. | Compound | Apoferritin bind | APE1 inh | POLH inh | POLK inh | PGK inhibitor
31 | COc1ccccc1/C=C/C(=C1/C(=O)N(c2ccccc2)N=C1C)c1ccc(C)cc1 | 0% | 12% | -20% | -3% | -4%
32 | CN1C(=O)S/C(=C/c2ccccc2OCc2ccc(C(=O)O)cc2)C1=O | -2% | 1% | -6% | -8% | i
33 | O=C1CC(NCc2ccc3c(c2)OCO3)C(=O)N1Cc1ccc2c(c1)OCO2 (stereo not given) | -8% | -2% | -2% | -10% | 8%
34 | COc1ccc(OC)c(NC(=O)[C@H](Cc2ccccc2)N2Cc3ccccc3C2=O)c1 | -6% | / | -18% | -14% | i
35 | Cc1ccc2c(c1)cc1c(=O)n(CC(=O)N3CCCC3)nc(C)n12 | 1% | 38% | -14% | 10% | -1%
36 | COc1ccccc1NC(=O)c1ccc(COc2ccc3c(c2)CCC3)cc1 | -3% | 1% | -12% | -15% | -2%
37 | CCN(Cc1ccccc1)C(=O)CCS(=O)(=O)c1ccc2c(c1)n(C)c(=O)c(=O)n2C | -12% | 38%[activator] | 4% | -5% | -7%
38 | CCN(CC(=O)Nc1ccc2c(c1)OCCO2)CC(=O)Nc1ccccc1C(F)(F)F | / | -11% | -12% | -10% | 3%
39 | CCOC(=O)c1sc(Nc2ccccc2)nc1C | -24% | -2% | -24% | -9% | i
40 | O=C(CN(C(=O)Cn1nnc(-c2ccc(F)cc2)n1)c1cnc2ccccc2c1)NCC1CCCO1 (stereo not given) | -10% | -8% | -11% | 5% | -2%
41 | C=CCON1C(=O)c2ccccc2C1=O | -4% | ? | -5% | -6% | -1%
42 | COC(=O)c1sccc1NC(=O)c1cccs1 | -1% | -1% | -9% | -17% | -7%
43 | COc1ccc(-c2nc3sc(CCNC(=O)Cc4ccc(F)cc4)c(C)n3n2)cc1 | -2% | / | -20% | -7%[60.1 µM] | -9%
44 | Cc1cccc(C(=O)Nc2cccnc2Cl)c1 | -11% | 12% | -2% | -4% | -3%
45 | CC1CCCCN1Cc1nc2c(c(=O)n(C)c(=O)n2C)n1Cc1ccc(Br)cc1 (stereo not given) | -11% | / | -12% | 3% | 3%
46 | CSCC[C@H](NC(=O)[C@H](Cc1ccccc1)n1c(=O)[nH]c2ccccc2c1=O)C(=O)N1CCC(C(=O)O)CC1 | -6% | 10% | -18% | 7% | -1%

no. | POLI inh | Pol beta inh | RXFP1 antag | BLM helicase inh
31 | 52%[activator] | 50% | -1 | 5%
32 | 39%[activator] | 8% | 4 | 1%
33 | -7% | 22% | 2 | -3%
34 | 0% | 3% | / | -7%
35 | -7% | 3% | -3 | 3%
36 | 8% | -14% | 3 | -7%
37 | 4% | -19% | -3 | 4%
38 | 15% | / | -4 | /
39 | 3% | 3% | -9 | -5%
40 | -1% | -13% | -18 | -1%
41 | -1% | 1% | 3 | -1%
42 | -14% | -25% | -7 | -1%
43 | -2% | 0% | 2 | 0%
44 | 15% | 51% | 0 | 1%
45 | 23% | -12% | -8 | -3%
46 | 5% | -2% | / | 0%

Bioassay records from PubChem.
